All columns: NCI-60 one-dose screen, growth in % after 48 h at 10 µM unless noted; 100 = growth as untreated, 0 = no growth, -100 = all killed.
NCI-H322M = NCI-H322M lung cancer. 80,000 tested, 2.7% active
NCI-H23 = NCI-H23 lung cancer; 80,000 tested, 4% active; AID 1794731
NCI-H226 = NCI-H226 lung cancer; 79,000 tested, 3.5% active
NCI-H522 = NCI-H522 lung cancer; 78,000 tested, 8% active
NCI/ADR-RES = NCI/ADR-RES ovarian cells. AID 1794790. 81,000 tested, 4.4% active
NCI-H460 = NCI-H460 lung cancer; 82,000 tested, 6.8% active; AID 1794736
OVCAR-4 = OVCAR-4 ovarian cancer cells | 80,000 tested, 3.7% active
IGROV1 = IGROV1 ovarian cancer; 79,000 tested, 4.7% active; AID 1794786
SK-OV-3 = SK-OV-3 ovarian cancer cells; 80,000 tested, 3.2% active
* hit, by the source's call; nt = not tested or not shown; & = joins results of further samples. Rule for the calls: active = growth percent below 10; inactive = the rest.

no.	canonical_smiles	NCI-H322M	NCI-H23	NCI-H226	NCI-H522	NCI/ADR-RES	NCI-H460	OVCAR-4	IGROV1	SK-OV-3
1	COc1cc(/C=C/c2cc(/C=C/c3ccc(O)c(OC)c3)n(-c3ccc(F)c(Cl)c3)c(=O)n2)ccc1O	99.8	94.3	102.2	51.7	100.0	87.5	101.0	99.9	102.0
2	N#Cc1c(-c2ccc(Cl)cc2)nc(SCc2ccc(F)cc2)nc1N1CCOCC1	99.0	100.0	107.3	80.2	93.7	92.1	82.9	101.2	94.2
3	Cc1ccc(-n2c(-c3ccccc3)c(-c3ccccc3)c3c(SCC(=O)n4[nH]c(N)cc4=O)ncnc32)cc1	100.7	90.8	88.8	79.6	105.0	103.1	96.0	79.8	79.5
4	O=C(Cn1nnc([N+](=O)[O-])n1)c1ccccc1	101.1	96.5	111.9	86.9	98.4	93.2	91.5	96.1	99.8
5	COc1ccc(-c2c3c(cn2Cc2cccc(OC)c2)-c2oncc2CCC3)cc1	102.5	104.6	85.0	96.3	97.0	98.9	100.0	94.3	98.3
6	O=C(Cn1cc(CSc2nc3ccccc3o2)nn1)Nc1ccccc1Cl	103.3	104.4	97.3	98.3	104.6	108.6	105.2	103.1	97.0
7	OC[C@H]1O[C@](O)(CO)[C@@H](O)[C@@H]1O	121.0	nt	110.2	99.0	110.4	112.8	113.7	129.2	101.4
8	CCCn1c(=S)sc2c(Cl)nc(C)nc21	93.6	109.7	91.6	33.0	105.6	88.5	85.5	nt	90.5

Down the list, as entered above:
Entries 1–8 in NCI-H460 read 87.5, 92.1, 103.1, 93.2, 98.9, 108.6, 112.8, 88.5
Entries 1–8 in SK-OV-3 read 102.0, 94.2, 79.5, 99.8, 98.3, 97.0, 101.4, 90.5
Entries 1–8 in NCI-H23 read 94.3, 100.0, 90.8, 96.5, 104.6, 104.4, nt, 109.7

Next section:
no.	canonical_smiles	NCI-H322M	NCI-H23	NCI-H226	NCI-H522	NCI/ADR-RES	NCI-H460	OVCAR-4	IGROV1	SK-OV-3
9	Nc1ncnc2nc(Cl)[nH]c12	90.8	93.2	88.6	68.5	93.4	106.5	108.6	103.5	80.6
10	Cc1cn[nH]c1	97.5&112.4	101.0	108.4&117.4	102.5&107.0	111.6&102.0	112.4&110.5	102.5	110.9&113.2	102.7&108.8
11	COc1cc(-c2nn(-c3ccc(NC(=O)CN4CCN(C)CC4)cc3)cc2-c2ccncc2)ccc1Cl	117.7	103.6	103.5	99.2	104.2	102.9	101.7	107.1	84.7
12	CCOC(=O)C1CN(C(C)(C)C)C(=O)C1=O (stereo unspecified)	113.7	96.1	101.4	83.1	103.6	101.0	106.5	103.5	98.5
13	CC1(C)OC2OC(C3COC(=O)O3)C(O)C2O1 (stereo unspecified)	96.5	92.1	97.0	94.9	93.6	104.3	106.5	103.9	105.9
14	COc1cccc(Cl)c1[N+](=O)[O-]	105.1	107.2	104.2	100.0	112.3	106.0	114.5	nt	112.6
15	CC(C)CCO/N=C/c1ccccn1	113.2	102.5	105.1	112.1	100.9	106.8	113.1	111.8	108.4
16	CCCn1c(=O)c2c(nc(-c3cccc(OCCCCl)c3)n2C)n(CCC)c1=O	41.0	59.1	16.5	83.2	35.9	24.4	0.2*	30.2	7.4*

Structures above that contain a Cl atom (8):
no.	canonical_smiles	NCI-H322M	NCI-H23	NCI-H226	NCI-H522	NCI/ADR-RES	NCI-H460	OVCAR-4	IGROV1	SK-OV-3
1	COc1cc(/C=C/c2cc(/C=C/c3ccc(O)c(OC)c3)n(-c3ccc(F)c(Cl)c3)c(=O)n2)ccc1O	99.8	94.3	102.2	51.7	100.0	87.5	101.0	99.9	102.0
2	N#Cc1c(-c2ccc(Cl)cc2)nc(SCc2ccc(F)cc2)nc1N1CCOCC1	99.0	100.0	107.3	80.2	93.7	92.1	82.9	101.2	94.2
6	O=C(Cn1cc(CSc2nc3ccccc3o2)nn1)Nc1ccccc1Cl	103.3	104.4	97.3	98.3	104.6	108.6	105.2	103.1	97.0
8	CCCn1c(=S)sc2c(Cl)nc(C)nc21	93.6	109.7	91.6	33.0	105.6	88.5	85.5	nt	90.5
9	Nc1ncnc2nc(Cl)[nH]c12	90.8	93.2	88.6	68.5	93.4	106.5	108.6	103.5	80.6
11	COc1cc(-c2nn(-c3ccc(NC(=O)CN4CCN(C)CC4)cc3)cc2-c2ccncc2)ccc1Cl	117.7	103.6	103.5	99.2	104.2	102.9	101.7	107.1	84.7
14	COc1cccc(Cl)c1[N+](=O)[O-]	105.1	107.2	104.2	100.0	112.3	106.0	114.5	nt	112.6
16	CCCn1c(=O)c2c(nc(-c3cccc(OCCCCl)c3)n2C)n(CCC)c1=O	41.0	59.1	16.5	83.2	35.9	24.4	0.2*	30.2	7.4*

Next part
no.	canonical_smiles	NCI-H322M	NCI-H23	NCI-H226	NCI-H522	NCI/ADR-RES	NCI-H460	OVCAR-4	IGROV1	SK-OV-3
17	Cn1c(/C=C(\C#N)c2ccc([N+](=O)[O-])cc2)nc2c(N3CCOCC3)nc(Cl)nc21	93.7	104.2	nt	96.3	103.3	104.9	98.7	95.9	nt
18	O=S(=O)(c1ccccc1)c1nnc(Cc2ccc3ccccc3c2)n1CCCc1cnc[nH]1	113.5	96.7	86.1	97.0	99.7	103.0	89.4	108.9	91.1
19	O=P(NCc1ccccc1)(OCc1ccccc1)OCc1ccccc1	nt	98.1	99.6	96.4	96.8	111.1	103.4	106.6	106.1
20	CCCCCCN(CCCCCC)C(C)C(O)c1ccc2cc(Br)c3ccccc3c2c1 (stereo unspecified)	108.8	93.0	110.9	94.6	103.4	94.3	113.9	96.7	106.2
21	Nn1c(Nc2ccc(S(=O)(=O)Nc3ncccn3)cc2)nnc(/C=C/c2c(O)ccc3ccccc23)c1=O	90.0	88.9	78.8	98.1	94.6	88.4	75.8	82.9	84.2
22	COc1ccc(-c2cc(-c3ccccn3)[nH]c(=O)c2C#N)cc1	102.8	91.9	91.1	90.7	27.0	95.5	103.5	101.7	108.8
23	Cn1cnc2cc(Cl)ccc21	94.8	106.7	120.1	100.8	111.8	100.5	96.9	92.7	103.6
24	CN(C)CCN(Cc1ccccc1)Cc1c(F)cccc1Cl	94.5	102.4	101.6	88.2	96.6	100.3	89.4	104.7	92.5

no.	canonical_smiles	NCI-H322M	NCI-H23	NCI-H226	NCI-H522	NCI/ADR-RES	NCI-H460	OVCAR-4	IGROV1	SK-OV-3
25	O=c1oc2cc(OS(=O)(=O)C3CC3)ccc2c2c1CCCCCC2	103.9	70.4	67.2	79.2	68.4	86.2	65.3	102.9	89.1
26	CN(C)Cc1cc(Cl)cc(CN(C)C)c1O	122.7	97.4	108.2	107.5	103.3	121.8	106.2	111.9	126.8
27	CC(=O)c1c(C)cc(C(C)(C)C)cc1C	98.6	105.4	100.3	87.8	102.8	115.0	93.7	103.5	108.2
28	COc1ccc(S(=O)(=O)NC2C(O)C3(C)c4ccccc4C2(C)c2ccccc23)c(OC)c1 (stereo unspecified)	92.0	99.7	98.7	91.7	96.0	98.7	109.8	90.1	98.3
29	COc1cccc2c(=O)c3c(oc12)CCCC3	108.4	107.7	101.2	95.6	103.9	111.5	121.5	117.7	104.1
30	COc1ccccc1C(C(C(=O)c1ccccc1)N1CCOCC1)N1CCOCC1 (stereo unspecified)	113.5	100.0	102.4	nt	104.6	111.2	115.2	104.7	103.5
31	COc1ccc(OC)c2c1nc(N)c1c3ccccc3cn21	92.6	85.5	nt	80.1	81.2	79.7	91.2	76.5	91.7
32	O=c1[nH]c2ccc([N+](=O)[O-])cc2[nH]1	127.7	104.5	nt	nt	109.1	111.7	110.2	110.4	94.4

no.	canonical_smiles	NCI-H322M	NCI-H23	NCI-H226	NCI-H522	NCI/ADR-RES	NCI-H460	OVCAR-4	IGROV1	SK-OV-3
33	Cc1cc(Cl)cc(CN(Cc2ccccc2)Cc2c(O)ccc3ccccc23)c1O	95.7	93.6	103.5	83.0	96.5	104.0	104.7	94.7	97.2
34	O=C(/C=C/c1ccccc1)Nc1ncccc1OCc1cn(Cc2cccc(Cl)c2)nn1	97.5	97.1	83.8	92.9	97.7	66.2	102.5	106.3	96.1
35	CCOC(=O)c1cocc1C(=O)O	109.6	108.7	102.2	106.3	106.7	103.6	100.4	112.6	106.3
36	Cc1ccc(NC(=O)Cn2c(O)c(N=Nc3ccc(S(N)(=O)=O)cc3)c3ccccc32)cc1	92.2	40.9	92.6	41.5	87.9	75.0	82.6	91.1	85.5
37	OC(C[n+]1ccc2ccccc2c1)c1ccccc1 (stereo unspecified)	99.7	101.5	96.2	57.2	104.3	107.0	113.6	101.4	81.8
38	O=c1c(O)c(NC[C@H]2OC(O)[C@H](O)[C@@H](O)[C@@H]2O)c1=O (stereo partly specified)	94.2	100.8	101.8	102.7	102.6	106.7	105.4	101.6	107.4
39	CN1CCN(CCNc2nccc(-c3c(-c4cccc(O)c4)nc4sccn34)n2)S1(=O)=O	70.2	46.1	100.0	46.2	100.8	57.3	77.5	45.7	47.1
40	CSc1nc(=O)[nH]c2c1nc(SC)n2-c1ccccc1	94.7	105.1	99.2	112.5	103.0	92.9	101.3	104.7	94.0

no.	canonical_smiles	NCI-H322M	NCI-H23	NCI-H226	NCI-H522	NCI/ADR-RES	NCI-H460	OVCAR-4	IGROV1	SK-OV-3
41	Cc1cc(O)c(C2=NN(c3ccc(S(N)(=O)=O)cc3)C(c3ccccc3O)C2)cc1Cl (stereo unspecified)	46.8	-19.9*	0.4*	-56.8*	1.9*	-47.9*	44.0	1.0*	34.1
42	CC(=O)OC/C=C1/CC[C@H]2[C@@H]3CCC4=CC(=O)CC[C@]4(C)[C@H]3[C@@H](O)C[C@]12C	95.7	105.7	103.1	97.6	110.2	93.6	112.4	89.5	94.4
43	NC(=O)C1C2C(=O)N(c3ccc(Cl)cc3)C(=O)C2C2c3ccccc3C=NN12 (stereo unspecified)	99.4	100.1	88.9	86.4	102.8	96.7	126.3	100.3	92.7
44	O=C(Cn1c(=O)sc2ccccc21)NNS(=O)(=O)c1ccccc1	117.9	110.1	103.2	93.5	103.5	114.9	118.7	107.9	104.3
45	O=C(O)c1ccc(F)cc1F	105.1	101.0	88.8	113.5	102.6	101.9	98.8	116.2	108.6
46	CCOC(=O)CCOc1ccccc1	102.6	99.6	99.6	90.9	104.8	99.1	100.0	105.0	101.5
47	COc1ccc2[nH]c(-c3ccc(Cl)cc3)cc(=O)c2c1	92.0	94.5	97.6	86.7	102.4	100.5	98.5	102.2	99.6
48	O=C(CCCn1c(O)c(/C=C2\C=Nc3ccccc32)sc1=S)NCCc1c[nH]c2ccccc12	94.3	94.0	88.6	95.0	85.2	100.6	93.0	66.4	96.7

no.	canonical_smiles	NCI-H322M	NCI-H23	NCI-H226	NCI-H522	NCI/ADR-RES	NCI-H460	OVCAR-4	IGROV1	SK-OV-3
49	N=C(N)c1ccc(-c2ccc(-c3ccc(Cl)cc3)o2)o1	26.2	29.0	82.7	-2.6*	-50.6*	-72.3*	46.2	37.7	81.2
50	CCOC(=O)C(F)C(=O)OCC	86.5	77.4	84.7	98.7	103.1	93.1	105.0	108.5	84.2
51	O=C1/C(=C/c2cc3cc4c(cc3nc2Cl)OCO4)SC(=S)N1Cc1ccco1	99.0	87.2	95.1	76.0	89.6	99.0	76.9	87.8	102.8
52	CCSc1n[nH]c(=O)n1C	107.6	94.2	104.6	87.6	105.1	121.6	119.7	102.2	103.3
53	COc1ccc(-c2c(-c3cc(OC)c(OC)c(OC)c3)nc3sc(C4CC4)nn23)cc1OC	56.7	65.7	53.2	37.6	55.6	76.0	50.1	66.6	54.3
54	COc1ccc(Nc2nn3c(SCC(=O)c4ccc(C)cc4)nnc3s2)cc1	86.2	91.1	84.8	80.6	103.9	97.9	108.1	91.4	79.2
55	CC12CCC3C4(C)COC(c5ccc(Cl)cc5)OC4CCC3(C)C1CC(C1=CCOC1=O)O2 (stereo unspecified)	90.5	68.7	63.6	70.5	77.7	79.3	39.1	81.7	94.0
56	C=C1c2nc3ccccc3n2C=C(c2ccc(OC)cc2)N1Cc1ccccc1	102.5	81.3	102.4	64.5	77.4	90.8	80.1	96.7	107.4
57	COc1ccc([N+](=O)[O-])cc1NS(=O)(=O)c1ccc(Cl)c([N+](=O)[O-])c1	58.9	103.0	107.3	86.7	104.7	108.1	101.0	94.5	101.0
